CHRM5 PAM: positive allosteric modulators of human muscarinic M5 receptor | P08912 | CHO-K1 hM5, Fluo-8 calcium, ACh EC20 PAM; 0% = ACh EC20, 100% = ACh EC100 | activation, % at 3 µM | 360,000 tested, 0.3% active | AID 624038;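 active = activation above the run cutoff, the mean activation of all test compounds plus 3 SD, cut at about 18% in these data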
Target sequence (P08912 whole entry, looked up): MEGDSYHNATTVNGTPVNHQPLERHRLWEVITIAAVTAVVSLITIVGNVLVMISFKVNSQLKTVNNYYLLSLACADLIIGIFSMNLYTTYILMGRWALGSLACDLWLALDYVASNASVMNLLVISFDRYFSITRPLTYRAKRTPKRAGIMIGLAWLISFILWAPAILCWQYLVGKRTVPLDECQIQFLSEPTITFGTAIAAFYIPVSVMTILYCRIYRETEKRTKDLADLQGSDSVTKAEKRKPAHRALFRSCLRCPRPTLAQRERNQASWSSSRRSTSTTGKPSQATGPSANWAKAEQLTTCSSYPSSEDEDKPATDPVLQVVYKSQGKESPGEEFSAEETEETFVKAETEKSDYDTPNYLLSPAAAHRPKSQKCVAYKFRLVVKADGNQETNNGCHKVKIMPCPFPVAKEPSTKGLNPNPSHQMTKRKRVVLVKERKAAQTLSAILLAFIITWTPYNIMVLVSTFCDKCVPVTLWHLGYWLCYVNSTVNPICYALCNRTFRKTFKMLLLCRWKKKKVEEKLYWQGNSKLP
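System: CHO-K1 hM5 cells. Reagent: acetylcholine, EC20 level. Compound dosing: single dose, 3 µM nominal final test concentration. Timing: Post-acetylcholine fluorescence recording 140 s. Detection: Fluo-8 calcium fluorescence. Read-out: % activation, ACh-normalized. Benchmarks: ACh EC20 and EC100 wells. Repeats: singlicate, one well per test compound.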
CHO-K1 Ca ag: nonselective activator or artifact in parental CHO-K1 cells. Fluo-8 calcium fluorescence; scaled to maximal ATP response, vehicle zero. activation, % at 3 µM. 360,000 tested, 0.48% active; in the data active = activation above about 15%;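 note: untransfected CHO-K1 host cells lacking M1 receptor as counterscreen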
CHRM5 agonist: CHRM5 agonism in calcium assay; P08912; CHO-K1 hM5 cells, Fluo-8 calcium fluorescence; 0% DMSO wells, 100% maximal acetylcholine response; activation, % at 3 µM; 360,000 tested, 0.19% active; AID 624037;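 active = activation above the run's mean over test compounds plus 3 SD, cut at about 23% in these data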;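 note: signal is peak over basal fluorescence ratio across the kinetic read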
CHO-K1 Ca antag: nonselective inhibitor or artifact in parental CHO-K1 cells; ATP-induced calcium, Fluo-8 fluorescence; inhibition, % at 3 µM; 360,000 tested, 0.6% active;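 active = inhibition above a per-plate cutoff, the plate's mean sample inhibition plus 3 SD, cut at about 24% in these data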;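 note: 0% = DMSO plus EC80 ATP and 100% = DMSO alone without ATP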
CHRM5 antagonist: CHRM5 antagonism in calcium assay; P08912; CHO-hM5 cells, Fluo-8 calcium fluorescence, ACh EC80; inhibition, % at 3 µM; 360,000 tested, 0.59% active; AID 624040;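 active = inhibition above a per-plate cutoff, the mean of that plate's test compounds plus 3 SD, cut at about 27% in these data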;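 note: 0% = acetylcholine EC80 with DMSO and 100% = DMSO without agonist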
CHRM4 antagonist: antagonists of human muscarinic M4 receptor (CHRM4); CHO-hM4 cells, ACh EC80, Fluo-8 calcium fluorescence; inhibition, % at 3 µM; 360,000 tested, 0.73% active;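 active = inhibition above its plate's cutoff, the mean inhibition of sample wells plus 3 SD, cut at about 27% in these data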;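 note: 0% = acetylcholine EC80 with DMSO and 100% = DMSO without agonist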
M4 PAM: potentiates acetylcholine response at human M4 receptor; CHO-K1 hM4/Gqi5, Fluo-8 calcium fluorescence, ACh EC20; 0% = ACh EC20, 100% = maximal ACh; P08173; 360,000 tested, 0.4% active; activation, % at 3 µM;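 active = activation above its plate's cutoff, the mean activation of sample wells plus 3 SD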; note: some results filed as inactive read as strong as hits
CHRM4 agonist: agonists of human muscarinic M4 receptor (CHRM4) | P08173 | CHO-K1 hM4/Gqi5, Fluo-8 calcium fluorescence; vehicle 0%, full acetylcholine response 100% | activation, % at 3 µM | 360,000 tested, 0.14% active | AID 624127;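 active = activation above the run mean over all test wells plus 3 SD, cut at about 32% in these data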;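 note: peak over basal fluorescence ratio per well then scaled between controls; 0% = DMSO wells and 100% = acetylcholine at EC100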
CHO-K1 Ca PAM: nonselective activator or artifact in parental CHO-K1 calcium assay; AID 602247; activation, % at 3 µM; ATP EC20, Fluo-8 calcium fluorescence; 0% at ATP EC20, 100% at ATP max; 360,000 tested, 0.02% active;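 active = activation above the run cutoff, the mean activation of all test compounds plus 3 SD, cut at about 40% in these data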;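 note: peak over basal fluorescence ratio in a 140 s read after ATP addition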
The depositor's hits bear a star.

mol	M4 PAM	CHRM4 antagonist	CHO-K1 Ca PAM	CHO-K1 Ca antag	CHRM5 agonist	CHRM4 agonist	CHRM5 antagonist	CHRM5 PAM	CHO-K1 Ca ag
Cc1cc(N/C=C/C(=O)c2ccc(Br)cc2)no1	2.4	9.0	-6.7	-2.2	2.4	2.3	-9.8	3.8	-0.2
Cc1cc(Cl)c2oc(C(=O)N(C)C(C)c3ccccn3)c(C)c2c1 (stereo unspecified)	1.3	-8.1	7.6	-0.7	-5.0	0.7	8.1	-4.5	0.7
CS/C(=C\[N+](=O)[O-])Nc1ccc(F)cc1	1.6	-4.2	6.8	-13.0	0.5	0.7	3.0	-4.1	-0.2
CCn1c(NCc2ccccc2NS(=O)(=O)c2ccc(C)cc2)nc2ccccc21	0.3	5.4	15.6	0.5	-2.5	2.0	15.0	-5.9	1.6
CN(C)CCCNc1nc2cc(-c3cccc(Cl)c3)sc2c(=O)n1C	5.7	-19.5	8.3	-13.8	-1.1	1.9	-6.5	4.5	1.1
Cc1ccc(S(=O)(=O)N2CCN(C(=O)Cn3c(=O)oc4ccccc43)CC2)cc1	7.2	3.8	15.7	-8.5	-2.4	0.5	0.8	3.4	-0.5
CCn1c(CC(=O)Nc2ccccc2C)nnc1SCC(=O)Nc1nncs1	-0.1	-1.0	8.5	-3.4	-3.7	2.0	6.6	1.2	-0.1
C=CC[C@@H](CC(=O)NCCO)C(=O)NC[C@H](OC(=O)[C@@H](CC=C)Cc1ccc(F)cc1)c1ccccc1	-14.2	19.5	-1.6	-0.3	4.9	25.3	22.2	-28.4	8.7
Cc1cc(C)cc(OCC(=O)OCc2cc([N+](=O)[O-])cc3c2OCOC3)c1	1.6	-7.8	-8.4	1.6	-6.2	-0.6	9.3	-7.8	0.1
CCCCCCOC(=O)c1ccc(NC(=O)c2cc(OC)c(OC)c(OC)c2Br)cc1	-7.3	14.0	11.8	-3.2	-4.0	1.6	4.1	-6.5	2.5
NS(=O)(=O)c1ccc(CNS(=O)(=O)c2ccc3ccccc3c2)cc1	-4.4	18.5	-18.4	7.5	-4.7	1.2	12.8	-1.9	0.2
CCOC(=O)C1C(=O)C=C(c2ccccc2)CC1c1ccccc1 (stereo unspecified)	-0.2	-4.5	21.6	-20.9	1.0	8.2	15.9	-21.0	1.4
O=C(CN1C(=O)c2ccccc2S1(=O)=O)N1CCN(c2ccc(F)cc2)CC1	4.9	4.7	-8.4	10.4	-0.3	2.0	-2.1	-11.0	0.2
COc1cccc(CNc2ncn[nH]2)c1OCc1ccccc1F	-1.3	-8.6	11.5	-7.4	1.1	0.6	-1.9	8.0	1.1
CCc1c(C)c2ccc(OC3CCCCC3=O)cc2oc1=O (stereo unspecified)	-2.3	1.2	-7.0	11.2	-2.7	-0.3	17.1	-5.5	0.3
CCOC(=O)CSc1nc(NC#N)nc(N(CC)CC)n1	1.8	-12.7	2.3	1.4	0.3	0.4	-18.1	18.7*	-0.2
Cc1ccc(Nc2nc(N)c3ccccc3n2)cc1Cl	3.9	-12.3	22.9	-16.3	2.0	1.4	-0.3	6.0	2.1
CC(C)(C)n1cnc2cc(NS(=O)(=O)c3ccccc3)ccc21	-6.7	3.5	-9.5	9.4	-1.1	3.6	-0.7	-1.2	1.9
O=C1CC(C(=O)Nc2ccccc2)C2(CCCCC2)O1 (stereo unspecified)	8.1	-8.6	16.4	-3.8	-1.2	1.5	-0.2	-1.4	1.5
COc1ccc(C(=O)OC(C)CN2CCOCC2)cc1OC (stereo unspecified)	9.3	-8.6	9.6	-3.6	0.9	0.9	3.4	-1.7	1.3
COc1ncnc2c1ncn2CCCNCc1ccco1	-5.1	-0.5	4.0	-0.7	0.2	-0.1	-7.6	1.1	0.6
O=C(Cn1cc2c(n1)CCCC2)NCc1cccs1	-7.7	4.0	10.1	-3.9	0.7	0.6	4.0	-6.4	-0.2
COc1ccc(C(=O)NC(=S)N2CCN(c3ccccc3O)CC2)cc1	4.7	-25.1	10.3	-23.4	-1.1	1.9	-9.1	-4.5	-1.6
CC(C)N(C)c1ncnc2c1ncn2[C@H]1CN(Cc2ccc(F)cc2)C[C@@H](CO)O1	0.9	-15.1	-3.0	-5.1	3.9	4.6	5.1	5.5	1.2
NC(=S)N/N=C/c1coc2c(ccc3ccccc32)c1=O	-7.8	-2.6	3.7	2.4	-0.7	1.2	-5.2	-3.0	0.2
CCOC(=O)c1ccc(S(=O)(=O)N2CCN(Cc3cc4c(cc3O)OCO4)CC2)cc1	-0.8	-0.2	2.0	-4.1	-1.7	2.2	-11.5	-1.6	0.1
O=C(CSc1nc2ccc(Cl)cc2[nH]1)N1CCN(C(=O)c2ccco2)CC1	-4.6	-5.0	10.3	-6.5	0.5	2.4	7.5	-8.9	1.0
CC1CCCN(C(=O)Cn2nnc(-c3cccnc3)n2)C1 (stereo unspecified)	10.5	7.4	9.5	17.9	0.1	1.0	-11.1	6.1	-0.1
Cc1cc(NC(=O)CSc2nnnn2-c2ccccc2F)no1	-3.0	1.4	6.3	7.8	0.3	0.9	2.7	3.7	1.1
COc1ccc(NS(=O)(=O)c2cc(C(=O)NNC(=O)c3ccncc3)ccc2OC)c(OC)c1	-1.5	-6.0	1.1	-0.3	-0.1	0.7	4.8	0.9	-0.1
Cc1ccc(-n2c(COc3cccc(C)c3)n[nH]c2=S)cc1	8.6	-12.0	17.2	-18.8	-2.4	0.7	-8.1	3.6	1.7
c1cncc(-c2nnc(C3CCCCC3)o2)c1	2.4	12.8	18.2	-4.0	1.4	-0.2	-7.5	2.9	0.0
O=C(Nc1ccccc1F)c1coc(=O)c(Br)c1	-1.6	-0.9	-0.7	-1.4	5.9	1.1	0.6	1.0	0.1
CCSc1ccc([C@@H]2[C@@H]3C(=O)N(CC)C(=O)[C@@H]3[C@]3(C(=O)OC)CCCCN23)cc1OC	12.0	-1.4	-1.8	-2.0	1.3	0.2	5.7	-1.6	-0.8
O=C(Nc1ccccc1F)Nc1ccccc1F	-1.0	1.2	11.6	0.2	-4.1	-0.6	0.1	-4.3	4.0
CCOC(=O)c1ccc(NC(=O)Nc2ccn(C)n2)cc1	9.5	1.6	-10.8	-3.5	11.5	4.5	-7.4	-2.1	2.4
CN(C)c1ccc(C(=O)OCC(=O)NC2CCCCC2)cc1	0.9	-16.4	12.7	-15.6	1.2	2.1	-15.4	34.9*	0.0
CN(C)S(=O)(=O)c1cccc(NC(=O)COc2nc3ccccc3nc2N2CCOCC2)c1	18.5	-4.6	19.6	-12.3	-4.5	2.1	9.2	-11.8	1.3
FC(F)(F)c1cccc(CNC(=S)Nc2ccccc2)c1	-2.5	1.2	-8.2	26.8*	2.0	11.6	19.9	-16.2	3.1
COc1ccccc1N1CCN(S(=O)(=O)CCNC(=O)c2cc(OC)c(OC)c(OC)c2)CC1	4.9	-8.9	8.9	-9.6	5.1	7.8	-5.4	5.7	4.3
COCCCNc1nc2nonc2nc1N1CCN(C2CCCC2)CC1	0.6	-9.8	13.1	-10.0	-4.0	12.5	14.9	-1.4	3.6
CN(C)c1cccc(C(=O)Nc2ccc(S(=O)(=O)Nc3nccs3)cc2)c1	-5.0	-4.2	2.4	-5.6	0.8	1.5	-2.9	-1.3	-0.2
CC1CC(C)CN(c2cc(=O)n(Cc3ccc(F)cc3)c(=O)[nH]2)C1 (stereo unspecified)	-3.5	3.6	9.7	-3.5	0.4	0.1	-2.5	-2.0	0.9
Fc1ccc(CNC2CCN(Cc3ccccc3)CC2)cc1	-9.8	0.9	-6.1	2.9	-20.4	1.2	-2.5	9.2	0.1
CCS(=O)(=O)N1CCCC(C(=O)NCCCN(C)Cc2ccccc2)C1 (stereo unspecified)	2.2	6.2	9.5	-3.9	-0.1	0.8	-4.8	2.8	0.3
CC(=O)Nc1ccc(-c2ccnc3c2CC(C(=O)NCCC(F)(F)F)O3)cc1 (stereo unspecified)	2.2	4.0	18.8	-9.7	2.5	1.2	-3.8	3.4	-0.1
Oc1cc(-c2cccnc2)cc2cccnc12	1.1	8.4	-18.8	71.8*	-0.8	0.4	16.0	-3.0	-1.2
CCN(Cc1ccccc1)C(=O)CSc1nc(C)cc2c1C(=O)OC2	-1.7	8.2	22.9	-14.8	-9.2	0.6	6.0	-3.5	0.9
O=C(NCc1ccccc1)C(=O)Nc1nccs1	-4.5	-3.4	-7.2	-5.9	1.6	1.0	10.7	4.2	0.1
CC(C)(C)N1C(=O)[C@H]2[C@@H](c3ccc(Br)cc3)N3C(=O)N(c4cccc(Cl)c4)C(=O)[C@@]3(Cc3ccccc3)[C@H]2C1=O	5.1	-6.4	11.8	-17.2	-2.0	1.8	-0.8	1.3	0.6
Cc1cccc(N2CCN(CC3CCCCC3)CC2)c1C	-3.9	-0.3	20.8	-6.4	10.3	1.8	-1.8	1.6	2.1
CS(=O)(=O)N1CCN(C(=O)NC23CC4CC(CC(C4)C2)C3)CC1	-3.5	1.7	1.9	3.2	-2.3	0.0	-3.9	5.9	0.1
CC(C)(C)Cc1nnc(NC(=O)CCC2CCCCC2)s1	5.7	-15.2	-22.4	6.2	-1.4	1.1	4.2	0.9	0.4
CCC(=O)N(Cc1cc(=O)[nH]c2ccccc12)c1ccccc1OC	3.9	-0.8	12.7	-16.4	-2.4	0.4	0.6	5.4	0.9
CCC(CC)C(=O)N1CCCC(c2nc(-c3cccs3)no2)C1 (stereo unspecified)	5.4	2.2	-5.5	12.3	-7.4	1.7	-7.2	-1.1	0.7

Assay outcomes (PubChem BioAssay)
